# RmlCD inh 1536 = M. tuberculosis RmlC/RmlD coupled enzyme inhibitors, primary screen, biochemical, compound mixtures, 384-well, from 1536-well plates | dTDP-4-dehydrorhamnose reductase (Mycobacterium tuberculosis (strain ATCC 25618 / H37Rv)) … | RmlC+RmlD coupled enzyme assay, percent inhibition; primary screen in compound mixtures | inhibition, % at 3.6 µM | 160,000 compounds, 0.03% hits | AID 1533, 2009; in the data active = inhibition mostly above about 34%, no sharp cut-off; note: some results filed as inactive read as strong as hits
# Target sequence (P9WH09 whole entry, looked up): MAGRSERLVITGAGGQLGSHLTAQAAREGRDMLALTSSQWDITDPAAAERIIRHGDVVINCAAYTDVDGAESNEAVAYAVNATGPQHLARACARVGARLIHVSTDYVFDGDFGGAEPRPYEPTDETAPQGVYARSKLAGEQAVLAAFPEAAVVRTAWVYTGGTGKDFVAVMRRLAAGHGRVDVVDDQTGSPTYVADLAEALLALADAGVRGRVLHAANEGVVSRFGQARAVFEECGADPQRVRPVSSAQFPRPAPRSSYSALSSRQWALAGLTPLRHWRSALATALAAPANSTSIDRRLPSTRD
# Target sequence (P9WH11 whole entry, looked up): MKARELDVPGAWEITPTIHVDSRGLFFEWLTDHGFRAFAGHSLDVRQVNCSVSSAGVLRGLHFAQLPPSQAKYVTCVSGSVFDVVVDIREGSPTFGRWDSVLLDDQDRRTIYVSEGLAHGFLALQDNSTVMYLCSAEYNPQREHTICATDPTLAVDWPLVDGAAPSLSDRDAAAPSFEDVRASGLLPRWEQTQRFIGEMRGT
# M. tuberculosis GlmU = inhibition of mycobacterial GlmU enzyme – biochemical, glucosamine-1-phosphate acetyltransferase (AID 1376); Bifunctional protein GlmU (Mycobacterium tuberculosis (strain ATCC 25618 / H37Rv)); M. tuberculosis GlmU acetyltransferase enzyme assay; higher % means a stronger effect; inhibition, %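 (tested at 30 µM in the primary screen)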; hits with a dose series show IC50 in µM; 220,000 compounds, 0.25% hits; in the data active = inhibition above about 13%;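 note: 0% = complete reaction with vehicle and 100% = reaction without substrate; strong numbers were not always called active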
# Starred values were filed as active, the others as inactive; . = no result given; & = joins results of further samples. An excerpt; rates above refer to the full screens.
# Second line of a record: RmlCD inh 1536	M. tuberculosis GlmU
CCOc1ccc(NC2OC(CO)C(O)C(O)C2O)c([N+](=O)[O-])c1 (stereo unspecified)
  -4	-3.0%
Cc1c(C(=O)N(C)C)sc(NC(=O)c2cccc([N+](=O)[O-])c2)c1C#N
  4	-3.8%
COc1nc(N=C(N)N)nc2c(C)cccc12
  -7	.
CC(OC(=O)c1ccco1)C(=O)NC1CCCCC1 (stereo unspecified)
  -7	-0.5%
CC(=O)N(C)c1ccc(NC(=O)c2cnn(C)c2)cc1
  7	-0.2%
Cc1cc(=O)oc2ccc(OC(C)C(=O)O)cc12 (stereo unspecified)
  8	0.5%
O=C(O)/C=C/C(=O)Nc1ccccc1C(=O)Nc1ccccc1
  4	-4.5%
Cc1ccc2c(N)c(C#N)sc2n1
  -12	7.0%
Cc1cc(C(=O)CN2C(=O)NC(CC(C)C)C2=O)c(C)n1-c1ccccc1F (stereo unspecified)
  7	6.1%
OCCN1CCN(C(=S)Nc2ccc(SC(F)F)cc2)CC1
  -14	-3.0%
CCOC(=O)C1(Cc2ccccc2)CCN(C2Cc3ccccc3C2)CC1
  3	0.6%
CCN(CC)C(=O)c1sc(NC(=O)c2ccc(C)c([N+](=O)[O-])c2)c(C#N)c1C
  .	4.5%
O=[N+]([O-])c1cccc(/C=N\N=C2c3ccccc3-c3ccccc32)c1O
  -2	-4.6%
CCOC(=O)c1cc(-c2cccc([N+](=O)[O-])c2)n[nH]1
  -10	3.5%
CCCCOC(=O)Oc1ccc2c(=O)c(Oc3cccc(C)c3)coc2c1
  .	-2.5%
C=CCNS(=O)(=O)c1cccc(C(C)=O)c1
  -15	2.3%
C=CCn1c(SCC(=O)N2CCN(c3ccc(F)cc3)CC2)nnc1-c1cccs1
  5	8.6%
Cc1cccc(C)c1N(CC(=O)NN=C1CCCCCC1)S(C)(=O)=O
  .	2.5%
Cn1c(=O)c2c(nc(CO)n2C)n(C)c1=O
  -11	4.1%
COc1cccc(/C(=N/O)C2CC2c2ccc(Cl)cc2)c1 (stereo unspecified)
  -42	-1.0%
CCOC(=O)n1ccc(C(=O)Nc2ccccc2F)n1
  -2	2.5%
Cn1c(=O)[nH]c(=O)c2c1nc(N1CCCCCC1)n2CC(N)=O
  .	4.9%
COc1ccc(CC(=O)NCC(=O)N/N=C/c2ccco2)cc1
  -5	-4.2%
c1ccc(CN=C2NN=C(c3ccccc3)CS2)cc1
  -9	-2.8%
O=C(CSc1ccc2ccccc2n1)c1ccc2c(c1)OCO2
  .	-3.7%
COC(=O)c1ccccc1NC(=S)NC(NC(=O)COc1ccccc1)C(Cl)(Cl)Cl (stereo unspecified)
  21	.
COCc1cc(CN2CCCC2)c(O)c2ncccc12
  .	-2.2%
CCCCCNC(=O)c1ccc2c(=O)[nH]c3c(C(=O)NCC4CCCO4)sc(=S)n3c2c1 (stereo unspecified)
  -3	8.8%&-1.1%
CC(/C=N/Nc1nc2ccccc2[nH]1)=C\c1ccccc1
  7	-5.1%
CC(C)C(=O)Nc1cccc(C(=O)N2CCCCC2C)c1 (stereo unspecified)
  .	-1.6%
Oc1cccc2ccc(/C=C/c3c(F)cccc3Cl)nc12
  0	-1.2%
Nn1c(SCC(=O)N2CCCc3ccccc32)nnc1-c1ccc(Cl)cc1
  .	-3.7%
O=C(CCCN1C(=O)c2cccc3cccc(c23)C1=O)N1CCN(c2ncccn2)CC1
  -2	-0.7%
O=C(COC(=O)/C=C/c1cccs1)Nc1nc(-c2ccccc2)cs1
  -8	1.5%
COc1ccc(S(=O)(=O)N2CCC(N3CCCCC3)CC2)cc1
  -9	1.7%
O=C(CCN1C(=O)/C(=C\c2cccs2)SC1=S)Nc1ccccn1
  -12	1.7%
O=C(C1CC1)N1CCC(c2nc(-c3ccc(S(=O)(=O)NCC4CCCO4)cc3)no2)CC1 (stereo unspecified)
  .	-3.3%
CSCCC(=O)Nc1ccc(C(C)=O)cc1
  11	1.1%
[N-]=C=C1C(=O)NC(=O)C([n+]2ccc(-c3ccncc3)cc2)C1c1ccccc1C(F)(F)F (stereo unspecified)
  -14	1.1%
COC(=O)/C(=N/Nc1ccccc1C)N1CCCc2ccccc21
  2	-9.8%
COC(=O)c1cccc(C23CC4(C2)[C@H](CN(Cc2ccc(-c5ccccc5)cc2)[C@@H]4c2ccccc2)C3c2ccc(C(F)(F)F)cc2)c1 (stereo partly specified)
  .	-3.7%
COc1cccc(C(=O)NN/C(C)=C/C(=O)C(F)(F)C(F)(F)C(F)(F)F)c1
  .	2.9%
CCCC[C@@H]1CN=C(N)N1CCCC
  .	-1.2%
CC1CCN(CC(=O)NCc2ccccc2)CC1
  1	1.1%
Cc1ccc(S(=O)(=O)/N=C2/C=C(Sc3ncn[nH]3)C(=O)c3ccccc32)c(C)c1
  -13	8.0%
CC(=O)Nc1ccc(N2C(=O)CSC2c2ccccc2[N+](=O)[O-])cc1 (stereo unspecified)
  3	-0.4%
O=C(COc1ccccc1)Nc1ccc([N+](=O)[O-])cc1
  .	12%
CC1N(C)c2cc(NC(=O)c3cccs3)c(P(=O)(Nc3ccc([N+](=O)[O-])cc3)N3CCOCC3)cc2C1(C)C (stereo unspecified)
  .	0.3%
CCN(c1ccccc1)S(=O)(=O)c1ccc(OC)c(NC(=O)Cn2cnc3c2c(=O)n(C)c(=O)n3C)c1
  -6	-0.7%
CCCOc1ccccc1Cn1c(=O)oc2ccc(C)cc21
  -6	-1.0%
O=C(O)C1CSC2(c3ccc(Br)cc3)CCC(=O)N12 (stereo unspecified)
  9	-2.3%
O=C(C(=O)N1CCN(c2cccc(Cl)c2)CC1)N1CCCCC1
  -3	-1.0%
CCCCCn1c(=O)[nH]c2cc(C(=O)O)ccc2c1=O
  8	-7.2%
CC(=O)N1CC(=O)N(OCc2ccccc2)C1c1ccc(Cl)cc1Cl (stereo unspecified)
  .	4.2%
CC(C)COP(=O)(c1ccc(N(C)C)cc1)C(Nc1ccccc1)c1cccnc1 (stereo unspecified)
  10	-2.9%
CN1CCN/C1=C(/C(Cl)=C(Cl)Cl)[N+](=O)[O-]
  0	-6.8%
COc1ccccc1C(c1nnnn1CCc1ccccc1)N1CCCCCC1 (stereo unspecified)
  -5	2.3%
CC1=C(C(=O)Nc2ccccn2)C(c2ccc3c(c2)OCO3)C2=C(CC(C)(C)CC2=O)N1 (stereo unspecified)
  -9	-4.8%
COc1ccc(-c2csc(NC(=O)c3ccccc3NS(=O)(=O)c3ccc(C)cc3)n2)cc1
  1	-6.5%
Cc1ccc(C(=O)Nc2ccc3c(c2)CCC3)o1
  -2	-5.4%

# A draw from above in order of molecular weight, descending.
# Second line of a record: RmlCD inh 1536	M. tuberculosis GlmU
CC1N(C)c2cc(NC(=O)c3cccs3)c(P(=O)(Nc3ccc([N+](=O)[O-])cc3)N3CCOCC3)cc2C1(C)C (stereo unspecified)
  .	0.3%
COC(=O)c1ccccc1NC(=S)NC(NC(=O)COc1ccccc1)C(Cl)(Cl)Cl (stereo unspecified)
  21	.
O=C(C1CC1)N1CCC(c2nc(-c3ccc(S(=O)(=O)NCC4CCCO4)cc3)no2)CC1 (stereo unspecified)
  .	-3.3%
C=CCn1c(SCC(=O)N2CCN(c3ccc(F)cc3)CC2)nnc1-c1cccs1
  5	8.6%
O=C(CCN1C(=O)/C(=C\c2cccs2)SC1=S)Nc1ccccn1
  -12	1.7%
Cc1cccc(C)c1N(CC(=O)NN=C1CCCCCC1)S(C)(=O)=O
  .	2.5%
Cc1c(C(=O)N(C)C)sc(NC(=O)c2cccc([N+](=O)[O-])c2)c1C#N
  4	-3.8%
COC(=O)/C(=N/Nc1ccccc1C)N1CCCc2ccccc21
  2	-9.8%
COc1ccc(CC(=O)NCC(=O)N/N=C/c2ccco2)cc1
  -5	-4.2%
CC(C)C(=O)Nc1cccc(C(=O)N2CCCCC2C)c1 (stereo unspecified)
  .	-1.6%
c1ccc(CN=C2NN=C(c3ccccc3)CS2)cc1
  -9	-2.8%
CC(OC(=O)c1ccco1)C(=O)NC1CCCCC1 (stereo unspecified)
  -7	-0.5%
CCOC(=O)c1cc(-c2cccc([N+](=O)[O-])c2)n[nH]1
  -10	3.5%
C=CCNS(=O)(=O)c1cccc(C(C)=O)c1
  -15	2.3%
CSCCC(=O)Nc1ccc(C(C)=O)cc1
  11	1.1%
CCCC[C@@H]1CN=C(N)N1CCCC
  .	-1.2%

# New compounds follow
# Second line of a record: RmlCD inh 1536	M. tuberculosis GlmU
C(=N\Nc1ccc2nncn2n1)/c1ccco1
  10	-4.0%
C#CCNC(=O)C1=C[C@H](c2ccc3c(c2)OCO3)C[C@H](OCCCCO)O1
  .	-1.6%
C/C(=N/NC(=O)c1sc(=S)n(C)c1C)c1ccccc1
  10	-1.1%
COc1ccc2nc(SCC(=O)c3ccco3)[nH]c2c1
  .	1.7%
O=C(CSc1nc(O)c(C2CCCCC2)c(=O)[nH]1)Nc1ccc(Cl)cc1
  10	5.1%
COc1ccc(-n2cc(C#N)c(=O)[nH]c2=O)cc1
  .	6.8%
Cn1cnnc1SCCCN1C(=O)c2cccc3cccc(c23)C1=O
  .	-3.5%
O=C(O)/C=C/C(=O)NC1CCCCCCCCCCC1
  13	-1.2%
Cc1ccc(-n2nnc3c(=O)n(CC(=O)NCc4ccccc4)cnc32)cc1
  -12	-4.6%
COc1ccc(CCN(C)Cc2ccc(OC)c(OCc3ccccc3)c2)cc1OC
  -8	3.8%
COc1cccc(C(=O)Nc2cc(C)on2)c1OC
  -11	3.5%
Cc1cccc(NC(=S)N(CCN(C)C)C(C)c2ccco2)c1 (stereo unspecified)
  -5	0.2%
C=CCN1C(=O)C(C)(C)N(C(C)=O)c2ccccc21
  -3	3.0%&3.1%
CCN(CC)S(=O)(=O)c1ccc(N2CCOCC2)c(NS(=O)(=O)c2ccc(C)c(C)c2)c1
  7	0.9%
CCCCN(C(=O)c1cc2ccccc2o1)c1c(N)n(CC(C)C)c(=O)[nH]c1=O
  .	-4.5%
NS(=O)(=O)c1ccc(NNC(=O)c2ccccc2)cc1
  16	2.0%
COc1ccccc1N1CCN(CC(=O)N2CCCC2)CC1
  -9	-2.9%
CC(O)CNCCOc1ccccc1-c1ccccc1 (stereo unspecified)
  .	-4.9%
COc1ccc2oc(=Nc3ccc(C(=O)O)cc3)c(C(=O)NCc3ccco3)cc2c1
  -10	6.9%
CCOC(=O)C1C(c2cc(OC)c(OC)c(OC)c2)NC(=S)NC1(O)C(F)(F)F (stereo unspecified)
  5	-2.5%
Cc1cc(C)cc(N(CCC(=O)Nc2nnc(C3CC3)s2)S(=O)(=O)c2ccc(Cl)cc2)c1
  -52	0.0%
CCc1c(C)nc2ncnn2c1N1CCCC(C(=O)NCc2ccco2)C1 (stereo unspecified)
  .	1.2%
CCOc1ccccc1C1C(C#N)=C(N)Oc2cc(C)n(Cc3ccccn3)c(=O)c21 (stereo unspecified)
  .	4.0%
COC(=O)c1ccc(N2C(=O)CC(Sc3n[nH]c(C)n3)C2=O)cc1 (stereo unspecified)
  5	1.9%
CCOc1c2ccc(C(=O)N[C@H](C)C3CCCCC3)cc2nn1CC
  5	-0.3%
C=CCN1C(=O)NC(=O)C(CCc2ccncc2)(CCc2ccncc2)C1=O
  -11	-1.4%
CS(=O)(=O)N(CC(=O)NCc1cccnc1)C1CCCCC1
  7	-2.4%
CN(C)c1ccc(N=Nc2nc3ccccc3n2C)cc1
  .	-4.2%
Cc1nc2cnccc2n1C
  4	5.0%
O=c1[nH]c(SCc2cccc(Cl)c2)nc2c1CCCC2
  .	1.5%

# Other results.
structure,RmlCD inh 1536,M. tuberculosis GlmU
Cc1ccc(C)c(S(=O)(=O)N2CCN(C(C(=O)Nc3ccc(F)cc3)c3ccccc3)CC2)c1 (stereo unspecified),6,-3.4%
CC(Oc1ccc(Cl)cc1)c1ccc(C#N)c(=O)[nH]1 (stereo unspecified),-7,0.3%
CCOC(=O)N1CCN(C(=O)Cc2cccs2)CC1,-6,4.0%
Cc1sc(NC(=O)C2C3CCC(O3)C2C(=O)O)nc1-c1ccc(CC(C)C)cc1 (stereo unspecified),8,-5.8%
CC(C)C(=O)Nc1cccc(-c2cn3ccccc3n2)c1,.,-1.4%
CC(C)N1CCN(Cc2cccn2-c2cccnc2)CC1CCO (stereo unspecified),10,-4.2%
Cc1cnc(NC(=O)CSc2nnc(-c3cccs3)n2C)s1,.,-1.2%
CCNc1c([N+](=O)[O-])c(=O)n(CC)c2ccccc12,6,3.1%
CC1(C)Cn2c(nc(=O)c3c2NCN(CCc2ccccc2)C3)S1,.,-4.2%
Cn1c(NC(=O)CC2CCCCC2)cc(=O)n(C)c1=O,.,-0.1%
Brc1ccccc1CN1CCC(N2CCCCC2)CC1,1,1.4%
N#CC(c1ccccc1)c1cccc(Cl)n1 (stereo unspecified),3,-9.8%
Cc1ccc(-c2cc(C(=O)NCCCn3ccnc3)c3cc(Br)ccc3n2)o1,.,-3.1%
Cc1cccc(C)c1NC(=O)CSC(=S)N1CCCC1,-10,7.9%
Cc1cccc(CN2CCCC(C(=O)N3CCc4ccccc4C3)C2)c1 (stereo unspecified),.,-1.7%
COC(=O)CCSCC(=O)Nc1ccc(C)c(S(=O)(=O)N2CCCCC2)c1,4,3.4%
CCOC(=O)N1CCC(N2CCN(S(=O)(=O)c3ccc(C)cc3)CC2)CC1,11,6.4%
COc1ccc(-c2cnnc(N/N=C/c3ccc(C)o3)n2)cc1,.,3.5%
Cc1ccc(C(=O)N2CCN(c3ccccc3)CC2)cc1C,-7,6.0%

# Screening data as filed in PubChem BioAssay.
